RPL19A-GFP yeast: yeast TOR pathway RPL19A-GFP modulation. S. cerevisiae RPL19A-GFP strain, flow cytometry, 3 h; active compounds read low. percent response vs DMSO, % at 10 µM. 0.3% of 330,000 active. AID 2025;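 active = percent response vs DMSO below 50%; inconclusive = fewer than 70 events counted for the yeast strain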;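 also: median channel GFP fluorescence of the barcoded RPL19A-GFP strain; ratio of sample median GFP to plate DMSO average so 100% = DMSO; lower means less RPL19A-GFP as with rapamycin TOR inhibition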
LAP4 TOR yeast: modulators of TOR pathway LAP4-GFP in S. cerevisiae. GFP response vs DMSO, % at 10 µM. 0.34% of 320,000 active. S. cerevisiae LAP4-GFP multiplex, flow cytometry GFP, 3 h; median GFP as percent of DMSO wells;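 active = GFP response vs DMSO above a set limit, about the screen mean plus 3 SD, cut at about 150% in these data; inconclusive = under 70 cell events counted for the yeast strain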
Efflux pump inh: inhibitors of Candida antifungal efflux pumps expressed in yeast. AID 485275. S. cerevisiae Candida pump triplex, Nile Red efflux. 0.44% of 330,000 active. inhibition, % at 10 µM;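 active = plate passing quality check with inhibition over a set limit, or well fluorescence over plate mean plus 4 SD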;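 also: Nile Red retained in pooled yeast measured as flow cytometry median fluorescence; 0% = buffer negative control and 100% = Enniatin B positive control; higher means more Nile Red kept so more efflux inhibition; some compounds called inactive have numbers as strong as hits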
Yeast superoxide: caloric restriction mimetics inhibiting age-related superoxide in yeast | S. cerevisiae aged cells, superoxide DHE fluorescence; active compounds read low | superoxide response (% of plate mean), % at 10 µM | 0.18% of 330,000 active | AID 2690;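 active = superoxide response under a set limit, about three screen SD below normal, cut at about 65% in these data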;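 also: yeast aged for seven days with compound at 30 °C before DHE staining; 100% = average MFI of all compound-treated wells on the plate with controls excluded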
MEP2-GFP yeast: alters MEP2-GFP fluorescence in TOR pathway yeast screen; AID 2016; 0.51% of 330,000 active; S. cerevisiae MEP2-GFP strain, flow cytometry GFP, 3 h; 100% = DMSO control level; GFP response vs DMSO, % at 10 µM;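 active = GFP response versus DMSO above a set limit, roughly screen mean plus 3 SD, cut at about 180% in these data; inconclusive = fewer than 70 cells counted for a yeast strain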;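 also: median GFP fluorescence of the barcode-gated MEP2-GFP cells per well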
AHR act: activators of human aryl hydrocarbon receptor; AHR-responsive luciferase reporter cells, luminescence; activation, % at 5 µM; P35869; 2.5% of 320,000 active; AID 2796; in the data active = activation above about 47%;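 also: 0% = vehicle wells and 100% = reference agonist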
Target sequence (P35869 whole entry, looked up): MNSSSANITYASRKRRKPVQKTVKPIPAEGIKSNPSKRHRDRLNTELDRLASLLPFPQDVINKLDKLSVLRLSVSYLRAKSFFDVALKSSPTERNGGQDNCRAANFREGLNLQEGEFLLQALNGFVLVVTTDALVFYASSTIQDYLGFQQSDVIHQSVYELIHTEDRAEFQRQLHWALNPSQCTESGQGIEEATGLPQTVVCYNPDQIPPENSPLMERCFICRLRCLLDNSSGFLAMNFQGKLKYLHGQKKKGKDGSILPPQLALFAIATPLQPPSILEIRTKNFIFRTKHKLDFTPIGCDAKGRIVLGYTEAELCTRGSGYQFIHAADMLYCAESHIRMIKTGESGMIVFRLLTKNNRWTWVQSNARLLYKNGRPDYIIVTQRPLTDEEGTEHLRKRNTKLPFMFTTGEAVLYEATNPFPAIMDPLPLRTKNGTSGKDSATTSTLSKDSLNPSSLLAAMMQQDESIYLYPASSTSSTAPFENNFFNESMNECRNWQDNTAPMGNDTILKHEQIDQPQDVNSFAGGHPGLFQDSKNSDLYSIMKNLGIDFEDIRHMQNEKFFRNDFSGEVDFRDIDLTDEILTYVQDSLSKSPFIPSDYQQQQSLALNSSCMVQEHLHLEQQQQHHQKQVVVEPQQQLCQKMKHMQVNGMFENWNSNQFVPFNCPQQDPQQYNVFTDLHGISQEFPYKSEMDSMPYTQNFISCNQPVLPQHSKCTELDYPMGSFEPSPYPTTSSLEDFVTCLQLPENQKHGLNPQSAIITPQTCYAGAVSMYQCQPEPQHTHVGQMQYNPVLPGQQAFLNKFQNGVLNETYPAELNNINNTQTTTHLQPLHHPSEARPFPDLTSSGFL
AGP1 TOR yeast: yeast TOR pathway AGP1-GFP modulation; AID 2066; S. cerevisiae AGP1-GFP multiplex flow cytometry, 3 h; GFP as percent of DMSO wells; GFP response vs DMSO, % at 10 µM; 0.02% of 320,000 active;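 active = GFP response relative to DMSO above a set limit, near screen average plus 3 SD, cut at about 150% in these data; inconclusive = fewer than 70 cells counted for the yeast strain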;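 also: median GFP channel fluorescence of the gated AGP1 strain per well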
CIT2 TOR yeast: modulators of TOR pathway CIT2-GFP in S. cerevisiae | GFP response vs DMSO, % at 10 µM | 0.065% of 320,000 active | S. cerevisiae CIT2-GFP strain, flow cytometry, 3 h; 100 means same as DMSO wells;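 active = GFP response relative to DMSO above a set limit, near the screen mean plus 3 SD, cut at about 150% in these data; inconclusive = Fewer than 70 cells measured for a yeast strain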;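 also: ratio of well median GFP fluorescence to mean of DMSO wells on the plate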
* = called active by the depositor; ? = inconclusive; / = no result given; [ ] = dose if it differs, or a comment.

SMILES	RPL19A-GFP yeast	LAP4 TOR yeast	Efflux pump inh	Yeast superoxide	MEP2-GFP yeast	AHR act	AGP1 TOR yeast	CIT2 TOR yeast
CCN(CC(=O)Nc1ccc(S(N)(=O)=O)cc1)S(=O)(=O)c1cc(C)ccc1OC	104	101	0.2	108	96	1	102	91
O=C(Nc1c2c(nn1-c1ccc(Cl)cc1)CS(=O)(=O)C2)c1ccc2c(c1)OCO2	103	102	-0.1	91	109	9	115	109
CC(C)(C)OC(=O)NCc1ccc(CNC(=O)c2[nH]cnc2C(=O)N[C@@H](Cc2ccccc2)C(=O)OCc2ccccc2)cc1	92	130	0.1	99	92	5	74	64
CC(C)(C)OC(=O)CNC(=O)c1[nH]cnc1C(=O)NCC(=O)OCc1ccccc1	95	130	0.0	111	88	3	75	68
O=C(c1cn(-c2ccccc2)nc1-c1ccncc1)n1nnc2ccccc21	97	93	-0.1	77	82	2	83	82
COc1ccc(N2C3=[N+](CC2(C)O)c2ccccc2CC3)cc1 (stereo not drawn)	96	101	-0.1	100	99	3	100	97
CN(C)c1ccc(C(=O)NNC(=O)Nc2ccccc2)cc1	87	84	-0.2	92	92	1	90	83
CCN(C(=O)C12CC3CC(CC(C3)C1)C2)C1CCS(=O)(=O)C1 (stereo not drawn)	103	97	0.1	104	104	-1	108	103
CCOC(=O)N1CCN(c2ccc3nnnn3n2)CC1	94	90	-0.1	96	96	-4	91	91
O=c1[nH]c(=S)[nH]c2c1CN(Cc1ccc(F)cc1)CC2	99	97	0.2	80	95	5	96	97
COc1cccc(NC(=O)CCc2c(C)nc3nc(CNC(=O)c4cccc(F)c4)nn3c2C)c1	99	95	0.0	98	94	3	96	91
Cc1cccc(C(=O)NCC(c2ccco2)N2CCc3ccccc32)c1 (stereo not drawn)	94	97	0.0	99	101	5	98	97

Fetched one by one from the list above (4):
SMILES	RPL19A-GFP yeast	LAP4 TOR yeast	Efflux pump inh	Yeast superoxide	MEP2-GFP yeast	AHR act	AGP1 TOR yeast	CIT2 TOR yeast
CCN(CC(=O)Nc1ccc(S(N)(=O)=O)cc1)S(=O)(=O)c1cc(C)ccc1OC	104	101	0.2	108	96	1	102	91
Cc1cccc(C(=O)NCC(c2ccco2)N2CCc3ccccc32)c1 (stereo not drawn)	94	97	0.0	99	101	5	98	97
COc1cccc(NC(=O)CCc2c(C)nc3nc(CNC(=O)c4cccc(F)c4)nn3c2C)c1	99	95	0.0	98	94	3	96	91
O=C(Nc1c2c(nn1-c1ccc(Cl)cc1)CS(=O)(=O)C2)c1ccc2c(c1)OCO2	103	102	-0.1	91	109	9	115	109

(list continues)
SMILES	RPL19A-GFP yeast	LAP4 TOR yeast	Efflux pump inh	Yeast superoxide	MEP2-GFP yeast	AHR act	AGP1 TOR yeast	CIT2 TOR yeast
CSCC[C@H](NC(=O)[C@H](Cc1ccccc1)n1c(=O)[nH]c2ccccc2c1=O)C(=O)N1CCC[C@@H]1C(=O)O	100	107	0.1	133	102	1	102	101
O=C(Cc1ccc(Cl)cc1Cl)OCC(=O)N1CCN(C(=O)c2ccco2)CC1	104	90	-0.1	111	99	-1	98	103
O=C(N/N=C/c1cn[nH]c1-c1ccc(F)cc1)c1ccncc1	103	97	-0.1	103	107	29	100	97
O=C(/C=C/c1ccco1)N/C(=C\c1ccccc1)C(=O)NCCc1nc2ccccc2[nH]1	101	102	0.0	102	99	3	101	94
CCSc1nc2ccccc2n1C(=O)Oc1ccccc1	97	103	0.1	82	106	1	102	93
CCN(CC)S(=O)(=O)c1cccc(NC(=O)CNc2cccc(S(=O)(=O)N3CCOCC3)c2)c1	98	104	-0.1	83	98	-9	110	107
Cc1ccccc1-n1ncc(C(C)NS(=O)(=O)c2sccc2C)c1C (stereo not drawn)	95	89	0.0	84	97	1	88	94
Cc1ccc(S(=O)(=O)N2CCC(C(=O)OC(C)C(=O)NC3CCCCC3C)CC2)cc1C (stereo not drawn)	98	103	0.2	110	102	-1	104	103
COc1ccc2nc(NC(=O)CSc3nnc4n3C(C)(C)Cc3ccccc3-4)sc2c1	96	94	0.1	114	98	-1	98	88
CC(C)CNC1CS(=O)(=O)CC1O (stereo not drawn)	99	101	-0.1	78	98	2	106	101
CCC(C)NC(=O)Cn1nc(Cc2ccncc2)c2ccccc2c1=O (stereo not drawn)	105[may fluoresce violet]	88[may fluoresce violet]	0.2	80	100[may fluoresce violet]	0	74[may fluoresce violet]	?
CNC(C)C#Cc1ccc2sc3cc(OC)c(OC)cc3c(=O)c2c1 (stereo not drawn)	93	100	0.2	99	84	1	74	70
O=C(c1cccc(S(=O)(=O)Nc2ccc(F)cc2)c1)N1CCC1	94	102	-0.1	122	100	-1	103	99
CCOP(=O)(OCC)C(NC(=O)Nc1cccc(Cl)c1)c1ccccc1 (stereo not drawn)	103	92	-0.1	77	99	0	97	100
Cc1cc(NC(=O)/C=C/c2ccccc2)c(C(C)C)cc1O	95	123	-0.1	97	109	11	102	86
CC(=O)c1ccccc1NS(=O)(=O)c1cccc2nonc12	103	107	0.3	113	103	1	107	114
COc1cc2c(C#CCCO)c(-c3ccc(C#N)cc3)oc(=O)c2cc1OC	91	95	0.0	94	98	6	83	104
COc1cc(OC)cc(C(=O)NCCCN2CCOCC2)c1	92	90	0.1	100	89	4	86	88
CCC(=O)Nc1sc(C(=O)N2CCCCC2)c(C)c1C#N	92	89	0.0	82	98	-1	92	99
COc1ccc(CCC(=O)N2CCN(S(=O)(=O)c3ccc(OC)cc3)CC2)cc1	94	85	0.3	124	99	0	89	81
Cc1cc(C)n2nc(S(=O)(=O)N(C)c3ccccc3)nc2n1	100	99	-0.1	96	106	-2	102	104
CCC(NS(=O)(=O)c1ccc(C)cc1)C(=O)N1CCOCCOCCOCC1 (stereo not drawn)	101	95	0.1	84	99	1	97	116
CSc1cccc(NC(=O)C2CCCN(c3ncnc4c3nc3n4CCCCC3)C2)c1 (stereo not drawn)	99	107	-0.2	105	103	24	103	108
O=C(O)c1ccc(C=NNC(=O)c2ccccc2NS(=O)(=O)c2cccs2)cc1	91	104	0.0	89	91	-1	96	85

Brought forward from above: 6 entries, followed by the next part.
SMILES	RPL19A-GFP yeast	LAP4 TOR yeast	Efflux pump inh	Yeast superoxide	MEP2-GFP yeast	AHR act	AGP1 TOR yeast	CIT2 TOR yeast
CCC(=O)Nc1sc(C(=O)N2CCCCC2)c(C)c1C#N	92	89	0.0	82	98	-1	92	99
COc1ccc(CCC(=O)N2CCN(S(=O)(=O)c3ccc(OC)cc3)CC2)cc1	94	85	0.3	124	99	0	89	81
Cc1cc(C)n2nc(S(=O)(=O)N(C)c3ccccc3)nc2n1	100	99	-0.1	96	106	-2	102	104
CCC(NS(=O)(=O)c1ccc(C)cc1)C(=O)N1CCOCCOCCOCC1 (stereo not drawn)	101	95	0.1	84	99	1	97	116
CSc1cccc(NC(=O)C2CCCN(c3ncnc4c3nc3n4CCCCC3)C2)c1 (stereo not drawn)	99	107	-0.2	105	103	24	103	108
O=C(O)c1ccc(C=NNC(=O)c2ccccc2NS(=O)(=O)c2cccs2)cc1	91	104	0.0	89	91	-1	96	85
CCN(CC)CCn1c(NC(=O)c2ccccc2O)nc2ccccc21	104	89	0.0	105	105	22	96	106
NC(=O)CSc1nc2c(c(=O)n1-c1ccccc1)C1(CCCCC1)Cc1ccccc1-2	101	100	0.1	109	102	2	97	98
Cc1nn(C(C)C(=O)NC2CCCCCC2)c(=O)c2nn(-c3ccccc3)c(C)c12 (stereo not drawn)	93	94	0.3	131	90	-1	97	96
Cc1cc(C)n(CCC(=O)N2CCc3ccccc32)n1	100	97	-0.1	82	105	10	111	109
COc1ccc2oc(=O)c(C(=O)NCC3CCCO3)cc2c1 (stereo not drawn)	98	99	0.0	102	102	-2	100	100
O=C(CCN1CCN(CC(=O)Nc2ccccc2Cl)CC1)Nc1ccccc1F	102	99	0.0	97	97	1	100	109
COc1ccc(N2CCN(C(=O)CNS(=O)(=O)c3ccc(Br)s3)CC2)cc1	105	111	-0.1	97	122	1	110	110
COc1ccc(-n2c(SCC(=O)N3CCCCC3C)nnc2-c2cccnc2)cc1 (stereo not drawn)	95	93	0.2	113	96	3	92	89
COc1cccc(NC(=O)Cn2cnc3sc(C)c(S(=O)(=O)N4CCN(C)CC4)c3c2=O)c1	100	106	0.0	107	100	3	100	98
Cc1cc(C)cc(N(CC(=O)NCC2CCCO2)C(=O)CCC(=O)Nc2cc(C)on2)c1 (stereo not drawn)	101	86	0.1	112	98	1	97	/
C=CCNC(=O)NC(=O)COC(=O)COc1ccc(Br)cc1F	96	89	0.2	101	87	1	95	87
Cc1ccnc(NC(=O)CNC(=O)c2ccco2)c1	96	96	-0.1	76	94	2	101	96

Given bar-delimited: 3 of the compounds above.
Structure | RPL19A-GFP yeast | LAP4 TOR yeast | Efflux pump inh | Yeast superoxide | MEP2-GFP yeast | AHR act | AGP1 TOR yeast | CIT2 TOR yeast
Cc1nn(C(C)C(=O)NC2CCCCCC2)c(=O)c2nn(-c3ccccc3)c(C)c12 (stereo not drawn) | 93 | 94 | 0.3 | 131 | 90 | -1 | 97 | 96
Cc1cc(C)n(CCC(=O)N2CCc3ccccc32)n1 | 100 | 97 | -0.1 | 82 | 105 | 10 | 111 | 109
COc1ccc2oc(=O)c(C(=O)NCC3CCCO3)cc2c1 (stereo not drawn) | 98 | 99 | 0.0 | 102 | 102 | -2 | 100 | 100

Next part
SMILES	RPL19A-GFP yeast	LAP4 TOR yeast	Efflux pump inh	Yeast superoxide	MEP2-GFP yeast	AHR act	AGP1 TOR yeast	CIT2 TOR yeast
Cn1nnc(NC(=S)NC(=O)c2cccc3c(Br)cccc23)n1	83	78	-0.1	100	78	3	72	95
Nn1cnc2c(c1=O)C1(CCCCC1)Cc1ccccc1-2	99	93	0.3	98	104	1	90	96
Cc1cccc(N(C)C(=O)c2cc(S(=O)(=O)N3CCCC3)cn2C)c1	105	99	-0.1	88	99	2	105	106
O=C(Nc1ccc(-c2nnc(-c3ccccc3)o2)cc1)C1CCCO1 (stereo not drawn)	/	110	-0.1	110	101	-3	94	107
O=C(O)c1cccc(N2CCCCS2(=O)=O)c1	89	86	0.0	83	91	0	86	89
Fc1ccc(N2CCN(c3nnnn3-c3ccccc3)CC2)cc1	99	106	-0.2	106	99	-2	100	106
O=C(COC(=O)c1ccc(O)cc1)Nc1ccccc1[N+](=O)[O-]	102	108	0.0	197	99	8	100	97
Cc1nc(NCc2ccccn2)c2ccccc2n1	101	95	0.1	108	98	3	98	97
CC(C)NC(=O)c1ccccc1NC(=O)c1ccccc1N(C)S(C)(=O)=O	95	95	-0.2	115	96	-3	92	91
CN(n1cnc2ccccc2c1=O)S(C)(=O)=O	101	104	0.0	111	94	2	110	110
CC(=O)C[C@@H](O)CC(=O)[C@H]1OC(=O)CCCCCc2ccccc21	94	94	-0.2	90	98	-1	97	98
O=C(O)/C=C/C(=O)Nc1ccccc1C(=O)OCC(=O)c1ccc2c(c1)OCCO2	107	106	-0.1	104	98	4	100	106
CC(C)(C)c1ccc(C(=O)NC(=S)NCc2cccnc2)cc1	105	99	-0.1	96	100	30	96	95
Cc1cccc(OCc2ccc(C(=O)N3CCOCC3)o2)c1	96	96	0.1	93	96	2	95	83
CCc1c(C)nc2nc(NC(C)=O)[nH]n2c1=O	93	91	0.0	105	98	5	/	92

Source: PubChem
